# Screening results deposited in PubChem by National Center for Advancing Translational Sciences (NCATS).
# PI4K2A inh: PI4K2A (human) kinase inhibition. 420,000 tested, 0.13% active. activity change, negative = inhibition, % at 76.9 µM. Q9BTU6. purified PI4K2A, ADP-Glo luminescence, 1 h; hits give low values; in the data active means activity change below about -50%; inconclusive means mostly about -30% to -49%;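 further: -100% = wells without enzyme as full effect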
# Target sequence (Q9BTU6 whole entry, looked up): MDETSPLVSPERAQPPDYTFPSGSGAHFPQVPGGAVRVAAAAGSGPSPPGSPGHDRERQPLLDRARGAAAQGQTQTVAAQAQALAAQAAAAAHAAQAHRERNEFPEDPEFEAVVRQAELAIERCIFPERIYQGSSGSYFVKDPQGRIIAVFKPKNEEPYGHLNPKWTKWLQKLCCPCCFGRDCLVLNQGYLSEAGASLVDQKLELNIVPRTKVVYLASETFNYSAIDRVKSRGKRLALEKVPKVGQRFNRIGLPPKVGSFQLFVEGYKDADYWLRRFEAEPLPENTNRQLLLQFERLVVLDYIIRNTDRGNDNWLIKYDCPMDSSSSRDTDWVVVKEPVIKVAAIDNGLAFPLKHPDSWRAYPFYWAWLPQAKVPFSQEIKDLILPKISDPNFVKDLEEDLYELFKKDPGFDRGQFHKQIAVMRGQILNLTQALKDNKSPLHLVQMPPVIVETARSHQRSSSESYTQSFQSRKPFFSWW
#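 Compounds are screened against recombinant PI4K2A using PI as substrate and ATP, the latter dispensed at 300 microM. Reactions run one hour at ambient temperature before ADP-Glo detection; full inhibition defined by wells lacking enzyme.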
# JMJD2A Tudor inh: blocks the human JMJD2A Tudor domain; AlphaScreen JMJD2A-Tudor / H3K4me3 peptide binding; 390,000 tested, 4.4% active; Potency, µM (highest dose often 114 µM), for inactives: at the top dose activity change, negative = inhibition, most hits filed as inhibitors; further: potency means the concentration at half of the fitted maximal effect; on the % scale 0 is the no-effect control and ±100 the full control effect; nearly all actives have a fitted effect of over 50% in size
# BAZ2B block: BAZ2B (human) inhibition. AID 504333. Potency, µM (series often up to 114 µM), inactives show at the highest dose activity change, negative = inhibition, actives largely listed as inhibitors. 360,000 tested, 4.4% active. AlphaScreen BAZ2B-H3K14Ac peptide displacement. Q9UIF8; further: potency means the concentration at half of the fitted maximal effect; on the % scale 0 is the no-effect control and ±100 the full control effect; nearly all actives have a fitted effect of over 60% in size
#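 Compounds, titrated to a top concentration of 110 uM, were incubated 30 min at room temperature with preformed BAZ2B/acetyl-K14 H3 peptide complex (50 nM each). Proximity signal was measured by AlphaScreen after 20 min with beads.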
# ERG Ets-DNA blk: ERG Ets/DNA interaction inhibition; fluorescence polarization, His-ERG Ets domain / labelled DNA; 370,000 tested, 0.028% active; AID 624246; Potency, µM (highest dose often 76.9 µM), for the others: top-dose FP activity, negative = inhibition, usual class: inhibitors; active means well fitted inhibition curve with a large enough effect in the polarisation, with a control signal flat; inconclusive means small, poorly fitted or top-dose-only effect, or effect the other way, or a change in a side signal; inactive means no such curve, though single readings can be large or run the other way; the % refers to the polarisation;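 further: polarization taken with two DNA probes labelled with fluorescein and Texas red; potency means the concentration at half of the fitted maximal effect; % of control where 0% means no effect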
#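 His-tagged ERG Ets domain (1 uM in the protein solution; 300mM KCl, 50mM Tris-HCl, 1mM EDTA, 1mM DTT, pH 7.5) received compound, then a probe mix of 5 nM fluorescein-DNA and 100nM Texas-615-DNA. Fluorescence polarization was read for both dyes.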
# G9a inh: blocks human histone lysine methyltransferase G9a; Q96KQ7; G9a H3K9 monomethylation, AlphaScreen, 2 h; Potency, µM (series often up to 102 µM), inactives show top-dose activity, negative = inhibition, usual class: inhibitors; 350,000 tested, 8.8% active; AID 504332; further: potency means the concentration at half of the fitted maximal effect; on the % scale 0 is the no-effect control and ±100 the full control effect; nearly all actives have a fitted effect of over 75% in size
# Target sequence (Q96KQ7 913-1193 limits assumed): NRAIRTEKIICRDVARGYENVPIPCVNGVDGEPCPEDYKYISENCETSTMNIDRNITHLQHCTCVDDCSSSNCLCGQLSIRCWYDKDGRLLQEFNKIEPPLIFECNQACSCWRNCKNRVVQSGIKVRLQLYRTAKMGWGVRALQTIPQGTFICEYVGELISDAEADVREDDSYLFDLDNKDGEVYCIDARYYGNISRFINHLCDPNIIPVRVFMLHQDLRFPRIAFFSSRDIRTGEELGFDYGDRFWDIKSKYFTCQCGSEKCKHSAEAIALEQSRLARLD
#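 Methyltransferase reactions run at room temperature for 2 h (20 nM enzyme, 500 nM biotin-H3K9 peptide, 20 uM SAM) after a 15 min compound preincubation; product detected by AlphaScreen beads and anti-H3K9me1 antibody.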
# GLS inhibitor: glutaminase GLS (human) inhibition | GLS enzymatic activity, qHTS titration | Potency, µM (series often up to 45.5 µM), for inactives: top-dose activity change, negative = inhibition, actives largely listed as inhibitors | 410,000 tested, 0.21% active | AID 624170; further: potency means the concentration at half of the fitted maximal effect; on the % scale 0 is the no-effect control and ±100 the full control effect
#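 Human kidney-isoform GLS in 45 mM KH2PO4 pH 8.2, 0.02% Tween-20, with compound, started with 1mM L-Glutamine (added stock). Glutamate oxidase/HRP/Amplex red coupled fluorescence read at start and after 30 min at RT.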
# PGK inhibitor: blocks T. brucei phosphoglycerate kinase. P07378. PGK/GAPDH coupled, Kinase-Glo luminescence, 60 min. Potency, µM (highest dose often 57.5 µM), for inactives: top-dose activity change, negative = inhibition, actives largely listed as inhibitors. 380,000 tested, 0.043% active; further: potency means the concentration at half of the fitted maximal effect; on the % scale 0 is the no-effect control and ±100 the full control effect; nearly all actives have a fitted effect of over 60% in size
#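 Recombinant glycosomal PGK reaction used 1,3-bisphosphoglycerate generated in-well by GAPDH (100nM final) in 100mM TEA pH 7.6, 5mM MgCl2, 0.01% Tween-20. After 60 minutes at room temperature, ATP was read by Kinase-Glo Plus luminescence end-point.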
# HP1b chromo inh: HP1-beta chromodomain-methylated histone interaction inhibition | P83916 | AlphaScreen HP1-beta / biotin-H3K9me3 peptide binding | Potency, µM (doses to about 114 µM), for the others: top-dose activity change, negative = inhibition, actives largely listed as inhibitors | 390,000 tested, 0.56% active | AID 540317; further: potency means the concentration at half of the fitted maximal effect; nearly all actives have a fitted effect of over 70% in size; inactives centre near 23
#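 AlphaScreen: HP1-beta (50 nM) preformed 30 min with biotin-H3(1-18)K9me3 peptide (50 nM) in PBS pH 7.4, 0.01% Tween-20. Compound added for 30 min at RT, then streptavidin donor/nickel chelate acceptor beads (10 ug/mL) for 30 min.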
# Pin1 inh: human Pin1 inhibition | Q13526 | Pin1 FP peptide displacement, HiFluor488, 10 min | Potency, µM (highest dose often 115 µM), without a hit: at the top dose activity, negative = inhibition, usual class: inhibitors | 390,000 tested, 0.009% active; active means well fitted inhibition curve with a large enough effect in the polarisation, with a control signal flat, not every such curve was filed as active; inconclusive means small, poorly fitted or top-dose-only effect, or effect the other way, or a change in a side signal; inactive means no such curve, though single readings can be large or run the other way; the % refers to the polarisation; further: potency means the concentration at half of the fitted maximal effect; on the % scale 0 is the no-effect control and ±100 the full control effect
# Target sequence (Q13526 whole entry, looked up): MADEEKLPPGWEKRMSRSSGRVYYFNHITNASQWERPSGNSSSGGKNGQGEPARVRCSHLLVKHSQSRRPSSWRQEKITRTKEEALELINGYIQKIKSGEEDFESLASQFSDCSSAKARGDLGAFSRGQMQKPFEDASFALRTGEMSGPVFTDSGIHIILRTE
# * hit, by the source's call; i = inactive; ? = inconclusive; . = not tested or not shown; & = joins results of further samples; ! = a repeat was not active; [ ] = dose if it differs, or a comment. Unless noted, the call rests on the fitted dose curve; in most records, active means well fitted curve in the direction sought with a large enough effect; inconclusive means small, poorly fitted or top-dose-only effect, or another doubt; inactive means no such curve, though single readings can be large; an effect the other way counts as inactive or inconclusive.
SMILES,PI4K2A inh,JMJD2A Tudor inh,BAZ2B block,ERG Ets-DNA blk,G9a inh,GLS inhibitor,PGK inhibitor,HP1b chromo inh,Pin1 inh
CCCOc1ccc(NC(=O)CC2C(=O)N(CC)C(=S)N2Cc2cccs2)cc1 (stereo unspecified),2,-18%,-6%,-19%,0%,2%,-9%,15%,5%
O=C(NCc1ccco1)C12CN(Cc3ccccc3)CC1C(c1cccc([N+](=O)[O-])c1)=NO2 (stereo unspecified),4,?,?,-3%,45µM*,6%,1%,-7%,2%
COC(=O)/C(C#N)=C/c1c[nH]c2ccccc12,-2,-24%,-16%,25%,1%[59 µM],-4%,-11%,24%,0%
CC(C)n1nnnc1SCC(=O)NNC(=O)C1CCCCC1,0,-22%,8%,.,-3%,-6%,4%,35%,-5%
O=C(NCc1ccccc1OC(F)(F)F)C1CCC(=O)N(CCc2ccccn2)C1 (stereo unspecified),1,-4%,.,-8%,.,7%,2%,16%,0%
O=C(NC(=S)N1CCN(c2nc(-c3ccccc3)cs2)CC1)c1cncc(Br)c1,6,?,-28%,-4%,?,8%,-6%,-16%,5%
Cc1ccc(NC(=O)NCCOCCn2c(=O)oc3ccccc32)cc1F,2,-14%,-7%,3%,0%[59 µM],-7%,-2%,39%[activator],-3%
CN(CC(=O)Nc1ccc(Br)cc1)S(=O)(=O)c1cccc2nsnc12,3,-21%,.,-5%,-21%[59 µM],-4%,i,21%,1%
CCOc1cccc(NC(=O)/C(C#N)=C\c2cccnc2)c1,7,-6%,?,1%,71µM*,?,-8%,26%,8%
CCc1ccc(N2CSC3=C(C#N)C(c4cccs4)CC(=O)N3C2)cc1 (stereo unspecified),-17,32µM*,?,9%,?,?,-11%,-34%,19%
CC(=O)c1ccc(C(=O)NC2CCCN(Cc3ccccc3F)C2)cc1 (stereo unspecified),-1,-7%,0%,5%,.,-1%,i,41%[activator],2%
CC(C)[C@H]1COCCS(=O)(=O)N1Cc1ccccc1F,0,-6%,.,-2%,.,-3%,2%,39%[activator],-5%
Cc1nc2ccc(S(=O)(=O)NC(C(=O)NCc3ccco3)C(C)C)cc2s1 (stereo unspecified),-7,-22%,11%,3%,6%[59 µM],0%,-8%,23%,-4%
COc1ccc(C(=O)C2CCCN(Cc3cccn3-c3ccc(Cl)cn3)C2)c(OC)c1 (stereo unspecified),3,-29%,56µM*,-3%,-19%,-2%,-3%,-16%,3%
O=Cc1ccc(-c2ccccc2OC(F)(F)F)o1,5,3%,-2%,-1%,18%,15%,3%,21%,-2%
COc1ccc(CCCNC(=O)C2CCC(=O)N(CCc3cccc(F)c3)C2)cc1 (stereo unspecified),0,-8%,-13%,8%,?,0%,i,22%,4%
COc1ccc(S(=O)(=O)NCc2ccncc2)cc1NC(=O)c1ccccc1F,-4,-19%,-7%,-1%,?,-2%,-9%,34%[activator],1%
CC/C(=N\NC(=O)c1cc(C2CC2)[nH]n1)c1ccccc1,1,-11%,-13%[57.1 µM],7%,43%,9%,-6%,25%,-4%
Cc1nn(-c2ccccc2)c2nc(C3CC3)cc(C(=O)Nc3ccc(F)cc3)c12,-3,-5%,10%[57.1 µM],0%,5%[59 µM],-4%,-6%,32%,?
CO/N=C(/CNC(=O)c1ccccc1Cl)c1ccc(Cl)cc1,5,7%,0%[57.1 µM],15%,38%[activator],-11%,-2%,43%[activator],-4%
Cn1cnc([N+](=O)[O-])c1S(=O)(=O)c1ccc(Cl)cc1,-11,-13%,6%,0%,21%[59 µM],-13%,13%,45%[activator],-7%
CCc1ccc(OCC(=O)Nc2nnc(C3CCCC3)s2)cc1,3,-10%,-3%,-3%,3%,2%,9%,43%[activator],-1%
CCc1nnc(NC(=O)CSc2nnc3scc(-c4ccc(C)cc4)n23)s1,-2,-9%,.,-2%,.,2%,-2%,14%,-4%
Cc1cc2n(n1)SC(Nc1cc(Cl)ccc1Cl)N2 (stereo unspecified),-2,-32%,2%,-1%,7.9µM*,2%,i,-4%,-6%
COc1ccc(/C(N)=N/OC(=O)Cc2ccc(C)cc2)cc1OC,0,70%[activator],62%[activator],2%,1%[59 µM],1%,.,131%[activator],?
CCN(Cc1ccccc1)Cc1nnnn1Cc1ccccc1,5,15%,13%,-9%,62%[activator],-9%,-3%,56%[activator],0%
Cc1occc1C(=O)n1nnc2ccccc21,28,-7%,3%,-9%,?,5%,-4%,42%[activator],-7%
COc1ccc(OC)c(Nc2nc(-c3sc(NC(=O)CC(C)C)nc3C)cs2)c1,1,45µM*,?,-5%,8.9µM*,6%,5%,?,2%
C=CCOc1cccc(C2/C(=C(\O)c3ccc4c(c3)OCCO4)C(=O)C(=O)N2Cc2cccnc2)c1 (stereo unspecified),-3,?,50µM*,-2%,.,6%,-8%,-2%,4%
CC(C(=O)NC1CCCc2ccccc21)N1CCN(Cc2ccc3c(c2)OCO3)CC1 (stereo unspecified),5,-14%,-38%,4%,-48%[59 µM],0%,1%,22%,-1%
Cc1ccnc(N2CCC(C(=O)NCc3ccc(F)cc3)CC2)n1,11,8%,-3%,2%,.,-8%,-3%,47%[activator],5%
Cc1ccc(NC(=O)C(C)c2ccc(-c3ccccc3)c(F)c2)cc1 (stereo unspecified),-2,8%,0%,-2%,35%[12.7 µM],-1%,3%,36%[activator],7%
CN(C)S(=O)(=O)Oc1ccsc1C(=O)Nc1cccc(Cl)c1,1,24%,26%,-4%,24%[59 µM],0%,i,97%[activator],7%
CCC(C)c1ccc(NC(=O)c2c([N+](=O)[O-])cnn2CC)cc1 (stereo unspecified),2,?,1%,7%,.,-16%,-9%,13%,-3%
COC(=O)c1ccc(C2C(C(C)=O)=C(O)C(=O)N2CCO)cc1 (stereo unspecified),-20,?,?,8%,?,7%,i,5%,-7%
Cc1noc(C)c1C(=O)OCC(=O)NCCC1=CCCCC1,1,0%,4%,-12%,7%[12.7 µM],-11%,-7%,29%,-1%
COc1ccc2cc(C(=O)N3CCN(Cc4ccc5c(c4)OCO5)CC3)[nH]c2c1,-5,-6%,?,-7%,-43%,2%,i,79%[activator],-9%
COc1ccc(N2CCN(C(=O)C(C)n3c(=O)cc(C(F)(F)F)c4c(C)nn(C)c43)CC2)cc1 (stereo unspecified),0,-24%,35µM*,4%,10µM*,18%,-5%,?,1%
Cn1c(N)c(C(=O)COc2ccc(Cl)cc2Cl)c(=O)n(C)c1=O,5,1%,-1%,0%,0%,3%,6%,50%[activator],11%
CCn1cc(Br)c(C(=O)NCc2ccco2)n1,-3,-16%,2%,.,-4%[59 µM],1%,-3%[11.5 µM],20%,0%
NS(=O)(=O)c1ccc(Nc2nc(-c3ccccc3)cs2)cc1,0,?,?,-3%,45µM*,-5%,-2%,-17%,-9%
CCOC(=O)N1CCN(C(=O)COCc2cc(-c3ccc4c(c3)OCO4)on2)CC1,3,-17%,-13%,7%,-70%,-7%,-6%,36%,-2%
O=C(CSc1n[nH]c(=O)n1C1CC1)NCc1ccccc1Cl,4,-1%,20%,6%,-9%,-8%,i,40%[activator],-4%
COc1ccccc1OCC(=O)NCC(c1ccc(Cl)cc1)N1CCOCC1 (stereo unspecified),-3,-15%,-3%,0%,3%[59 µM],-13%,i,14%,2%
CN(C)CCC=C1c2ccccc2C=Cc2ccccc21,3&-2&0,-26%,-20%,1%,14µM*!,-4%&5%,-3%,38%[activator],2%
CCCN1CCC(N2CCCC(C(=O)O)C2)CC1 (stereo unspecified),-6,-3%,-14%,-15%,?,-2%,5%,33%,0%
COC(=O)c1sccc1S(=O)(=O)N(CC(=O)Nc1ccc(C)cc1)c1ccccc1,-1,-27%,-14%,3%,5%[59 µM],0%,-9%,44%[activator],-1%
Cn1c(N)c(S(=O)(=O)N2CCN(c3cccc(Cl)c3)CC2)c(=O)n(C)c1=O,0,-10%,-3%,-20%,.,-2%,i,26%,-13%
O=C(CSc1ccc(-c2ccc(-n3cccn3)cc2)nn1)Nc1ccccc1F,-2,-6%,-6%,2%,3%[59 µM],5%,6%,11%,0%
COc1ccc(OCC(=O)Nc2ccc(S(=O)(=O)N3CCOCC3)cc2)cc1,1,-11%,-2%,-2%,3%[12.7 µM],9%,i,24%,2%
O=C(/C=C/c1ccccc1)n1cnnc1SC/C=C/c1ccccc1,6,20%,9%,-9%,20µM*,1%,i,47%[activator],1%
O=C(c1ccccc1)n1ccc2ccccc21,-2,124%[activator],169%[activator],0%,100%[activator][59 µM],-5%,-8%,160%[activator],0%
Oc1ccccc1-c1cc(C(F)(F)F)nc(-c2ccccc2)n1,2,-15%,0%,4%,.,0%,11%,-18%,-4%

# Rows were taken by chance; about 11% have a hit in one of these screens.
